PMI inhibitors – MPI enzyme activity inhibition – biochemical, fluorescence intensity, coupled assay, primary screen (AID 1209) | purified PMI enzyme, coupled fluorescence intensity; higher % means a stronger effect | inhibition, % at 20 µM, or IC50 in µM where a hit was titrated | 190,000 tested, 0.42% active;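 also: plate controls were DMSO vehicle for no effect and wells lacking substrate for full effect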
M1AAP inhibition – P. falciparum M1AAP inhibitors, biochemical, fluorogenic H-Leu-NHMec substrate, 1536-well (AID 1445). recombinant M1AAP, H-Leu-NHMec fluorogenic kinetic assay; higher % means a stronger effect. one-dose inhibition, % at 30 µM; IC50 in µM for titrated hits. 220,000 tested, 0.42% active;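 active = primary inhibition above the hit cutoff, then over 50% inhibition at one or more dose response concentrations, cut at about 23% in these data, passing the limit was not always enough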;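 also: plate controls were DMSO full reaction for no effect and no enzyme background for full effect; strong numbers were not always called active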
human PMI inhibitors – MPI inhibition at elevated mannose 6-phosphate – biochemical, fluorescence intensity, high mannose 6-phosphate, primary screen (AID 1220) | recombinant PMI enzyme, coupled fluorescence intensity; higher % means a stronger effect | inhibition, % at 20 µM; hits with a dose series show IC50 in µM | 190,000 tested, 0.66% active
ER stress rescue – protection against thapsigargin-triggered cell killing – 384-well, CSM14.1, ATP luminescence, primary screen (AID 1222); CSM14.1 thapsigargin-induced death rescue, ATP luminescence; higher % means a stronger effect; cellular ATP content (survival), % at 20 µM, or EC50 in µM where a hit was titrated; 190,000 tested, under 10 active;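 active = EC50 below 50 µM in the dose-response confirmation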;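 also: death triggered by thapsigargin at about 15 µM added after 2 h compound pretreatment; cell ATP read after overnight thapsigargin exposure of roughly 18 to 22 hours; normalized against plate controls of thapsigargin alone and 5% DMSO vehicle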
WT yeast gro inh – growth inhibition of WT yeast, mitochondrial fusion screen | AID 1362 | 190,000 tested, 2.1% active | mitochondrial fusion phenotypic screen, WT strain | inhibition, % at 10 µM; in the data active = inhibition above about 58%; tested in S. cerevisiae
Myeloid diff MLP – compounds promoting myeloid differentiation; ER-HoxA9 myeloid progenitors, lysozyme-GFP differentiation, flow cytometry; calls only at 10 µM; 360,000 tested, 1% active;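 active = normalized GFP-positive differentiation at or above the plate's own cutoff, the solvent-only control mean plus 3 SD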;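 also: cells exposed to compound for four days before flow analysis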
TNAP activation fold – stimulation of alkaline phosphatase TNAP activity – biochemical, luminescent, no phosphate acceptor, uHTS, primary screen (AID 1001); purified TNAP, luminescent activation assay, no phosphate acceptor; higher activation fold means a stronger effect; activation fold at 20 µM; hits with a dose series show EC50 in µM; 200,000 tested, 0.03% active; in the data active = activation fold from about 3, or a potency from the dose series; inactive = the rest, 99 in 100 with activation fold below about 1.6; also: many of its hits are not listed in these tables
Hep lipid drop – hepatic lipid droplet formation modulation; inhibition, % at 6.5 µM; 240,000 tested, 0.4% active; AML12 mouse hepatocytes, oleate lipid droplets, BODIPY imaging;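 active = lipid droplet intensity inhibited by at least 50%, with more than 500 cells counted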
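material = mouse AML12 hepatocyte cell line, fixed after treatment | also added = 100 µM oleic acid challenge | doses = compound at 6.5 µM only | schedule = overnight exposure | technique = Image-based BODIPY and DAPI two-channel analysis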
K1F lysis inhibition – inhibition of K1F phage lysis, E. coli UTI89, bacterial capsule biogenesis inhibitors, alamar blue (AID 488966). inhibition, % at 100 µM; hits with a dose series show IC50 in µM. 340,000 tested, 0.02% active. E. coli UTI89 K1F phage lysis, alamar blue, 2 h; higher % means a stronger effect;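 active = phage lysis inhibition, versus mean bacterial control, above a set limit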;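 also: capsule biogenesis inhibitors block K1F phage lysis so surviving cells raise fluorescence; higher fluorescence means more inhibition of phage lysis; actives were called in the ten point dose series up to 300 µM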
WT yeast gro inh mutant strain – second read-out of WT yeast gro inh, no call of its own (marks repeat the call); inhibition, %; mitochondrial fusion phenotypic screen, mutant strain inhibition
Hep lipid drop cells 6.5 µM – also measured in Hep lipid drop; calls as there; cell count; measured here: cell count, cytotoxicity flag;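 cells counted across two imaged fields per well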
Myeloid diff MLP GFP+ MAC1+ % – also measured in Myeloid diff MLP; calls as there; GFP+ MAC1+ double positive, %; measured here: differentiation confirmed by MAC1 staining
* marks the source's active call; other numbers are inactive results; i = inactive; / = not tested or not shown; [ ] = another dose, or the depositor's remark. Rule as the data show it, unless noted: active = inhibition above about 50%; inactive = the rest.

Compound | PMI inhibitors | M1AAP inhibition | human PMI inhibitors | ER stress rescue | WT yeast gro inh | WT yeast gro inh mutant strain | Myeloid diff MLP | Myeloid diff MLP GFP+ MAC1+ % | TNAP activation fold | Hep lipid drop | Hep lipid drop cells 6.5 µM | K1F lysis inhibition
CCOC(=O)C(CC(=O)O)NCc1ccco1 (stereo unspecified) | / | -5% | / | / | / | / | i | 0.2 | / | -19 | 741 | 0.0%
Cc1cc(C2=NNC(=Nc3ccccc3)SC2)c(C)n1C | -80% | 5% | -102% | -1.0% | 11 | 7 | i | 0.4 | 1.1 | -3 | 621 | 1.1%
COc1cccc2cc(C(=O)N3C(C)CCCC3C)c(=O)oc12 (stereo unspecified) | -4% | 6% | 1% | 0.1% | -11 | -6 | i | 0.9 | 1.1 | -2 | 732 | 1.4%
Cc1ccccc1-n1cnc2c(sc3nc(N4CCOCC4)c4c(c32)CCCC4)c1=O | / | 7% | / | / | / | / | i | 0.2 | / | 10 | 711 | -1.1%
Cn1c(=O)n(C)c2cc(S(=O)(=O)NCCO)ccc21 | 1% | 2% | 1% | 0.5% | -4 | 5 | i | 2.1 | 1.1 | 8 | 713 | 4.6%
Cc1cc2c(Nc3ccccc3)ncnc2s1 | -6% | 4% | -12% | -1.8% | -6 | 11 | i | 0.5 | 1.1 | 28 | 618 | 0.0%
CCC1CCCCN1c1nc(-c2ccncc2)nc2ccccc12 (stereo unspecified) | 11% | 6% | 14% | 0.2% | 27 | 22 | i | 4.1 | 1.1 | 9 | 738 | 0.8%
COc1cccc(-c2nnn(CC(=O)Nc3ccc(C)cc3C)n2)c1OC | -7% | -8% | 9% | -0.6% | -2 | -18 | i | 0.6 | 1.1 | / | / | 1.4%
CC(C)(C)c1ccc(S(=O)(=O)N2CC(=O)Nc3ccccc32)cc1 | -3% | 1% | -8% | -0.1% | 7 | 14 | i | 0.5 | 1.2 | 1 | 759 | 0.2%
C=C(C)c1cccc(C(C)(C)NC(=O)N2CCCCC2CC)c1 (stereo unspecified) | 3% | -1% | 1% | -1.5% | 5 | 12 | i | 2.1 | 1.1 | -1 | 773 | 8.5%
Cc1cccc(N2CCN(Cc3c(C)n(C)n(-c4ccccc4)c3=O)CC2)c1C | 2% | -6% | -4% | / | 15 | 18 | i | 0.5 | 1.1 | 0 | 646 | 0.1%
Cc1ccc(S(=O)(=O)CNC(=S)c2cccc(Cl)c2)cc1 | -6% | 9% | -6% | -0.8% | 69* | 68* | i | 0.5 | 1 | 1 | 609 | 1.0%
CC(=O)c1ccc(N2CCN(C(=O)/C=C/c3ccc(S(=O)(=O)NCc4ccco4)cc3)CC2)cc1 | -3% | 9% | -6% | 1.6% | 1 | 11 | i | 1.4 | 1.1 | -22 | 733 | 0.2%
Cc1ccc(/C=C/C(=O)OCC(=O)NC(C)C)o1 | -20% | 3% | -5% | 1.0% | -4 | 0 | i | 0.0 | 1 | 5 | 701 | -1.1%
O=C(Oc1ccc(/C=N/Nc2ccccc2)cc1)c1ccccc1 | -54% | 8% | -134% | -1.3% | 23 | 17 | i | 0.5 | 1.1 | / | / | -0.1%
O=C(CSc1nc2ccccc2c(=O)n1-c1ccc(F)cc1)Nc1ccc2c(c1)CCC2 | 12% | -3% | -2% | -3.4% | 14 | -7 | i | 1.1 | 1.2 | 37 | 595 | 0.6%
Cc1ccc2nc(C3CCN(C(=O)c4ccco4)CC3)[nH]c2c1 | -14% | -1% | -11% | 1.0% | 6 | 11 | i | 0.7 | 1.2 | / | / | 6.8%
CC(C)(C)NC(=O)c1cccc(NC(=O)Cc2ccc(Br)cc2)c1 | 4% | 0% | 10% | 1.9% | 3 | 11 | i | 0.3 | 1.1 | -29 | 632 | 0.0%
COc1ccc(OCc2nnc(SCC(=O)c3ccccc3)o2)cc1 | 13% | 2% | 11% | 0.1% | 5 | -3 | i | 0.3 | 1.1 | -8 | 659 | -0.8%
Clc1ccccc1-c1nnc2sc(-c3ccccn3)nn12 | 2% | 1% | 4% | 1.0% | 11 | -7 | i | 0.6 | 1 | 0 | 736 | 0.5%
O=C1CCCc2c1nc(-c1ccc([N+](=O)[O-])cc1)n2O | / | 8% | / | / | / | / | i | 0.4 | / | 6 | 701 | -0.6%
Cc1nn(C)c(C)c1/C=C(\C#N)C(N)=O | 20% | 5% | 9% | 1.5% | -13 | -4 | i | 0.5 | 1.1 | 22 | 702 | 2.9%
N#CC1(Cc2ccccc2)c2ccccc2C=CN1C(=O)c1ccccc1 (stereo unspecified) | 6% | 3% | 6% | 15% | -9 | 4 | / | / | 1 | -3 | 789 | -0.4%
CCOCC(=O)Nc1nc2ccc(OCC)cc2s1 | -3% | 6% | -5% | -3.9% | 15 | 16 | i | 0.0 | 1.2 | 8 | 730 | -0.2%
Cc1cc(=O)oc2cc(OCC(=O)N3CCOCC3)ccc12 | -37% | 9% | -62% | -0.8% | -2 | 2 | i | 1.4 | 1.1 | 2 | 750 | -0.1%
CSc1ccccc1NC(=O)Nc1cccc(Cl)c1Cl | -6% | -7% | -6% | -1.9% | 4 | 2 | i | 2.4 | 1.2 | 3 | 742 | -1.4%
Cn1c(NC(=O)C(C)(C)Oc2ccc(Cl)cc2)cc(=O)n(C)c1=O | 12% | 0% | 5% | -2.6% | 7 | 0 | i | 1.9 | 1.1 | -17 | 696 | -0.6%
COc1cccc(NC(=S)N2CCN(C(c3ccccc3)c3ccccc3)CC2)c1 | 19% | -2% | 14% | -4.0% | 49 | -1 | i | 2.0 | 1.1 | -9 | 738 | 0.5%
CCN(CC)S(=O)(=O)c1ccc(NC(=O)c2cc(=O)[nH]c3ccccc23)cc1 | 1% | 0% | 8% | -0.5% | -2 | 7 | / | / | 1.1 | -8 | 704 | 0.3%
COc1ccc(CN2CC(C(=O)N3CCOCC3)CC2=O)cc1 (stereo unspecified) | -1% | -2% | -5% | -0.1% | -1 | -1 | i | 0.3 | 1.2 | / | / | 1.5%

(continued)
Compound | PMI inhibitors | M1AAP inhibition | human PMI inhibitors | ER stress rescue | WT yeast gro inh | WT yeast gro inh mutant strain | Myeloid diff MLP | Myeloid diff MLP GFP+ MAC1+ % | TNAP activation fold | Hep lipid drop | Hep lipid drop cells 6.5 µM | K1F lysis inhibition
COc1ccccc1-c1nnn(C/C(N)=N/O)n1 | 4% | 8% | -9% | -0.6% | -4 | -29 | i | 0.6 | 1.2 | -4 | 553 | 1.2%
CCCCNS(=O)(=O)c1cccc(S(=O)(=O)N2CCCC2)c1 | -8% | 5% | -2% | -2.5% | 3 | -1 | i | 0.8 | 1 | / | / | -0.3%[50 µM]
COc1ccccc1NS(=O)(=O)c1cccc(NC(=O)Nc2cccc(Cl)c2)c1 | 21% | 4% | 6% | -3.4% | -9 | -10 | i | 0.7 | 1.1 | -23 | 566 | -0.6%[50 µM]
O=C1NC2(CCCCC2)N=C1c1ccccc1 | 4% | -12% | 5% | -1.0% | -5 | -2 | i | 1.6 | 1.1 | / | / | 3.3%
CCCC(=O)N1c2ccccc2[C@@H](N(C(C)=O)c2ccccc2)C[C@H]1C | -9% | 7% | -8% | 2.3% | 29 | 27 | i | 1.7 | 1.1 | / | / | 0.0%
Cc1onc(-c2ccccc2)c1C(=O)Nc1ccc(S(=O)(=O)NC2=NCCCCC2)cc1 | -1% | -2% | -1% | -1.0% | -8 | 8 | i | 0.3 | 1.1 | / | / | 0.5%
CCCCNC(=S)NNC(=O)c1csc(C)c1 | 4% | 2% | 3% | -1.5% | -13 | -1 | i | 2.2 | 2.8 | 6 | 756 | 0.0%
COC(=O)C(Cc1ccccc1)NC(=O)c1cccc(S(=O)(=O)N(C)C)c1 (stereo unspecified) | 10% | 4% | 11% | -0.2% | -16 | -5 | i | 0.6 | 1.1 | 8 | 697 | -0.1%
COc1ccccc1N1CCN(C(=O)c2ccc3[nH]c4c(c3c2)CCCC4)CC1 | 21% | 0% | 14% | 0.2% | 39 | -10 | i | 0.9 | 0.9 | -4 | 670 | 4.6%
O=C(Nc1sc(-c2ccccc2)cc1C(=O)O)c1ccccc1 | / | 9% | / | / | / | / | i | 0.4 | / | 5 | 556 | 4.0%
Cc1nn2cc(-c3ccc(N)cc3)nc2s1 | 6% | 6% | 14% | -2.3% | -7 | -10 | i | 1.5 | 1.1 | / | / | 5.8%
O=C(NC(Cc1ccccc1)C(=O)O)/C(=C/c1ccco1)NC(=O)c1cccc([N+](=O)[O-])c1 (stereo unspecified) | -23% | 8% | -7% | -2.3% | 6 | -1 | i | 0.1 | 0.9 | -7 | 703 | 0.3%
c1ccc(COC2CCCN(Cc3nc(-c4cccs4)no3)C2)nc1 (stereo unspecified) | 15% | 1% | 13% | -0.5% | 9 | 6 | i | 0.3 | 1.1 | -6 | 705 | 0.3%

Random excerpt: seven compounds from above, in no set order.
Compound | PMI inhibitors | M1AAP inhibition | human PMI inhibitors | ER stress rescue | WT yeast gro inh | WT yeast gro inh mutant strain | Myeloid diff MLP | Myeloid diff MLP GFP+ MAC1+ % | TNAP activation fold | Hep lipid drop | Hep lipid drop cells 6.5 µM | K1F lysis inhibition
CCCCNC(=S)NNC(=O)c1csc(C)c1 | 4% | 2% | 3% | -1.5% | -13 | -1 | i | 2.2 | 2.8 | 6 | 756 | 0.0%
O=C(NC(Cc1ccccc1)C(=O)O)/C(=C/c1ccco1)NC(=O)c1cccc([N+](=O)[O-])c1 (stereo unspecified) | -23% | 8% | -7% | -2.3% | 6 | -1 | i | 0.1 | 0.9 | -7 | 703 | 0.3%
COc1ccccc1-c1nnn(C/C(N)=N/O)n1 | 4% | 8% | -9% | -0.6% | -4 | -29 | i | 0.6 | 1.2 | -4 | 553 | 1.2%
CCCC(=O)N1c2ccccc2[C@@H](N(C(C)=O)c2ccccc2)C[C@H]1C | -9% | 7% | -8% | 2.3% | 29 | 27 | i | 1.7 | 1.1 | / | / | 0.0%
COC(=O)C(Cc1ccccc1)NC(=O)c1cccc(S(=O)(=O)N(C)C)c1 (stereo unspecified) | 10% | 4% | 11% | -0.2% | -16 | -5 | i | 0.6 | 1.1 | 8 | 697 | -0.1%
O=C(Nc1sc(-c2ccccc2)cc1C(=O)O)c1ccccc1 | / | 9% | / | / | / | / | i | 0.4 | / | 5 | 556 | 4.0%
O=C1NC2(CCCCC2)N=C1c1ccccc1 | 4% | -12% | 5% | -1.0% | -5 | -2 | i | 1.6 | 1.1 | / | / | 3.3%

Bioassay records from PubChem BioAssay.
